M4 antag: blocks acetylcholine activation of human M4 receptor; P08173; CHO-hM4 cells, ACh EC80, Fluo-8 calcium fluorescence; inhibition, % at 3 µM; hit rate 0.73% among 360,000;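 active means inhibition above its plate's cutoff, the mean inhibition of sample wells plus 3 SD, cut at about 27% in these data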;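 further: 0% = acetylcholine EC80 with DMSO and 100% = DMSO without agonist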
CHRM5 agonist: CHRM5 agonism in calcium assay | activation, % at 3 µM | AID 624037 | hit rate 0.19% among 360,000 | CHO-K1 hM5 cells, Fluo-8 calcium fluorescence; 0% DMSO wells, 100% maximal acetylcholine response | P08912;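 active means activation above the run's mean over test compounds plus 3 SD, cut at about 23% in these data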;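 further: signal is peak over basal fluorescence ratio across the kinetic read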
M4 ag: agonists of human muscarinic M4 receptor (CHRM4) | activation, % at 3 µM | CHO-K1 hM4/Gqi5, Fluo-8 calcium fluorescence; vehicle 0%, full acetylcholine response 100% | hit rate 0.14% among 360,000;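 active means activation above the run mean over all test wells plus 3 SD, cut at about 32% in these data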;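 further: peak over basal fluorescence ratio per well then scaled between controls; 0% = DMSO wells and 100% = acetylcholine at EC100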
CRFBP-R2 block: antagonists of CRF-binding protein/CRF-R2 receptor complex | AID 588475 | hit rate 0.59% among 350,000 | inhibition, % at 11.8 µM | HEK293 CRF-R2/CRF-BP, CRF-induced calcium fluorescence;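 active means inhibition of the ligand-induced calcium signal above about 50% at the single tested concentration, limit read from the data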
IDE inh: cellular human IDE inhibition | P14735 | HEK cells, FAbetaB cleavage, fluorescence polarization | inhibition, % at 5.59 µM | hit rate 0.41% among 320,000 | AID 434962;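 active means percent inhibition above the average of all tested compounds plus 3 SD, set per screening campaign, cut at about 16% in these data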;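 further: IDE supplied by intact live HEK cells; FP after avidin binding of uncleaved biotin substrate so inhibition keeps polarization high; 0% = DMSO wells and 100% = 60 µM reference IDE inhibitor Ii1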
Target sequence (P14735 whole entry, looked up): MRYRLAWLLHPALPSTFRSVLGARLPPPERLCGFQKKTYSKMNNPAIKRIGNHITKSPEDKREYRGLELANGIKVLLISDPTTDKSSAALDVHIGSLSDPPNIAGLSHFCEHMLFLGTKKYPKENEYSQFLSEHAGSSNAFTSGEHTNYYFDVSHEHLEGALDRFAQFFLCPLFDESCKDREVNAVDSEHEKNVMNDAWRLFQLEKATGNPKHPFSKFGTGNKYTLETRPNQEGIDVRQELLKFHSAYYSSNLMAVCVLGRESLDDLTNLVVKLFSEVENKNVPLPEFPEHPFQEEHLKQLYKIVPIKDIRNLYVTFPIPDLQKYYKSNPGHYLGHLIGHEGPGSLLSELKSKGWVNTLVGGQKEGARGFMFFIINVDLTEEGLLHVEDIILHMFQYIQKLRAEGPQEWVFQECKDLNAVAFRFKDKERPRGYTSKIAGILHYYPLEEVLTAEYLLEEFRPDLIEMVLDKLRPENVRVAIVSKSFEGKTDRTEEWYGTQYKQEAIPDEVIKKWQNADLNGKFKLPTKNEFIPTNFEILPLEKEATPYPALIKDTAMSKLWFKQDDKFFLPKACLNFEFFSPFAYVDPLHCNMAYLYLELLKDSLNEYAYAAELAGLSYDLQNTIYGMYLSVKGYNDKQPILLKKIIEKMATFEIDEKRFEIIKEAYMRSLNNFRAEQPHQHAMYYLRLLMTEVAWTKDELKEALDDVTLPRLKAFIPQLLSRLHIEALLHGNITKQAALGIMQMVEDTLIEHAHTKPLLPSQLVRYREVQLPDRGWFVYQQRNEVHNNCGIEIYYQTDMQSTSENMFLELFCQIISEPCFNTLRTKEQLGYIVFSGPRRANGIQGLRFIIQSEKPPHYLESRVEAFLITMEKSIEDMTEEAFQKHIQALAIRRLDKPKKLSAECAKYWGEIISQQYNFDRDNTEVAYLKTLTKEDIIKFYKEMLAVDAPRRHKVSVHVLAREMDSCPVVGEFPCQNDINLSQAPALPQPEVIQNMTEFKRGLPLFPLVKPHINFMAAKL
M4 PAM: CHRM4 positive allosteric modulation; P08173; CHO-K1 hM4/Gqi5, Fluo-8 calcium fluorescence, ACh EC20; 0% = ACh EC20, 100% = maximal ACh; activation, % at 3 µM; hit rate 0.4% among 360,000; AID 624126;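 active means activation above its plate's cutoff, the mean activation of sample wells plus 3 SD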; further: some results filed as inactive read as strong as hits
M5 antag: CHRM5 antagonism in calcium assay. P08912. CHO-hM5 cells, Fluo-8 calcium fluorescence, ACh EC80. inhibition, % at 3 µM. hit rate 0.59% among 360,000. AID 624040;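 active means inhibition above a per-plate cutoff, the mean of that plate's test compounds plus 3 SD, cut at about 27% in these data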;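 further: 0% = acetylcholine EC80 with DMSO and 100% = DMSO without agonist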
CHRM5 PAM: positive allosteric modulators of human muscarinic M5 receptor. P08912. CHO-K1 hM5, Fluo-8 calcium, ACh EC20 PAM; 0% = ACh EC20, 100% = ACh EC100. activation, % at 3 µM. hit rate 0.3% among 360,000. AID 624038;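 active means activation above the run cutoff, the mean activation of all test compounds plus 3 SD, cut at about 18% in these data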
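system = human M5 receptor in CHO-K1 cells | compound = one concentration, 3 µM final (nominal) | schedule = Post-acetylcholine fluorescence recording 140 s | signal = Fluo-8 calcium dye fluorescence, kinetic read | benchmarks = low control EC20 acetylcholine (0%), high control EC100 acetylcholine (100%) | repeats = singlicate, one well per test compound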
CRFR2-BP ag: CRF-BP/CRF-R2 complex agonism. HEK293 CRF-R2/CRF-BP, calcium dye fluorescence (FLIPR); percent of saturating CRF peptide response. activation, % at 13.2 µM. hit rate 0.46% among 350,000. AID 588473;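 active means activation of at least 50%, plus an integration ratio under a set limit after plate pattern correction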;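 further: plate controls were neutral control wells without compound for no effect and CRF at EC100 for full effect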
* marks the source's active call; other numbers are inactive results; · = not tested or not shown.

M4 antag	CHRM5 agonist	M4 ag	CRFBP-R2 block	IDE inh	M4 PAM	M5 antag	CHRM5 PAM	CRFR2-BP ag	SMILES
3.8	1.7	0.3	2.8	1.8	-1.1	0.3	1.7	0.4	Cc1cccc(N(C(=O)c2cnc3n(c2=O)CCS3)C2CCCCC2)c1
-2.7	-2.5	3.2	-4.0	3.4	-2.7	-13.7	-0.5	0.9	O=C(NCCc1ccccc1Cl)C1CCC(=O)N(Cc2ccc(Cl)cc2)C1 (stereo unspecified)
-5.8	-5.3	0.4	-2.6	4.7	2.1	-2.2	5.0	-0.3	Cc1ccccc1C(=O)NC(=S)N(C)C1CCCCC1
-6.8	-0.9	1.1	4.2	1.1	0.6	11.6	1.9	-1.4	Nc1nc(NCCOCCO)nc(NCC2CCCO2)c1[N+](=O)[O-] (stereo unspecified)
2.9	-3.9	-0.8	28.9	-0.9	-4.0	-6.1	2.5	-12.6	Cc1nnc(-c2ccc(Oc3ccc(Cl)cc3)c([N+](=O)[O-])c2)o1
10.2	2.6	14.8	·	·	-10.8	21.9	-12.5	·	Fc1ccc(Nc2nc(NCc3ccccc3)nc3ccsc23)cc1
8.5	3.2	7.5	-3.7	5.8	-2.3	5.9	-6.3	1.1	O=C(O)Cn1cc(/C=c2/sc3nc4ccccc4n3c2=O)c2ccccc21
-1.5	0.1	1.4	13.7	0.3	-0.7	5.6	-4.8	-1.2	Cc1ccccc1CC(=O)Nc1ccc2c(C)cc(=O)oc2c1
4.1	-2.2	-0.2	15.6	-0.4	-3.5	-3.7	1.4	-4.0	Cc1cc(C)c(C)c(OCCOCCN2CCOCC2)c1
0.6	0.7	1.5	-10.8	2.3	1.1	6.5	0.9	0.3	CCOC(=O)C(C)Sc1nc(-c2ccccc2)nc2ccc(F)cc12 (stereo unspecified)
-11.0	-4.5	0.3	7.3	-0.5	-2.7	-7.0	3.7	-1.9	Oc1ccccc1-c1n[nH]c(=S)n1Cc1ccccc1
-2.6	-0.6	1.0	·	·	4.2	-4.4	-3.0	·	COCCN1C[C@@H](CO)O[C@@H](n2cnc3c(NCCO)ncnc32)C1
-9.2	1.8	0.5	·	·	4.9	2.9	-4.4	·	COC(=O)C1=C(C(=O)OC)C(C(=O)OC)N2C=CC=CC2=C1C(=O)OC (stereo unspecified)

Some of the entries so far, with each value named:
O=C(O)Cn1cc(/C=c2/sc3nc4ccccc4n3c2=O)c2ccccc21
  M4 antag = 8.5
  CHRM5 agonist = 3.2
  M4 ag = 7.5
  CRFBP-R2 block = -3.7
  IDE inh = 5.8
  M4 PAM = -2.3
  M5 antag = 5.9
  CHRM5 PAM = -6.3
  CRFR2-BP ag = 1.1

Cc1ccccc1CC(=O)Nc1ccc2c(C)cc(=O)oc2c1
  M4 antag = -1.5
  CHRM5 agonist = 0.1
  M4 ag = 1.4
  CRFBP-R2 block = 13.7
  IDE inh = 0.3
  M4 PAM = -0.7
  M5 antag = 5.6
  CHRM5 PAM = -4.8
  CRFR2-BP ag = -1.2

Cc1cc(C)c(C)c(OCCOCCN2CCOCC2)c1
  M4 antag = 4.1
  CHRM5 agonist = -2.2
  M4 ag = -0.2
  CRFBP-R2 block = 15.6
  IDE inh = -0.4
  M4 PAM = -3.5
  M5 antag = -3.7
  CHRM5 PAM = 1.4
  CRFR2-BP ag = -4.0

CCOC(=O)C(C)Sc1nc(-c2ccccc2)nc2ccc(F)cc12 (stereo unspecified)
  M4 antag = 0.6
  CHRM5 agonist = 0.7
  M4 ag = 1.5
  CRFBP-R2 block = -10.8
  IDE inh = 2.3
  M4 PAM = 1.1
  M5 antag = 6.5
  CHRM5 PAM = 0.9
  CRFR2-BP ag = 0.3

Compounds were not picked by outcome; any-hit rate near 2.9%.
